Giardia FBPA inh: blocks Giardia fructose-bisphosphate aldolase activity; AID 2451; 290,000 compounds, 0.71% hits; Potency, µM (series often up to 59.6 µM), for the others: top-dose activity, negative = inhibition, actives largely listed as inhibitors; purified Giardia FBPA; also: potency is read from the fitted curve at half-maximal effect; nearly all actives have a fitted effect of over 55% in size
Target sequence (A8B2U2 whole entry, looked up): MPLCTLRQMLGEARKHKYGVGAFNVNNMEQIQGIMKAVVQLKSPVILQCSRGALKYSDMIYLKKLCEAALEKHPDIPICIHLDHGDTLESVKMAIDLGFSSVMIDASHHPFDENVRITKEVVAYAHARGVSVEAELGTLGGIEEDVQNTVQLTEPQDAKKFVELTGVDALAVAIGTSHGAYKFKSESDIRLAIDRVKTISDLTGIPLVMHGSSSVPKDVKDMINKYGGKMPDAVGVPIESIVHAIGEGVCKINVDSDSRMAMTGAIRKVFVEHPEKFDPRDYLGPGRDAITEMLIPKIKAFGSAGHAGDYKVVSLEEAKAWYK
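40 nM FBPA preincubated 10 min at RT with compound (up to 57.5 uM final), then substrate plus GAPDH/TPI/NAD/arsenate coupling and diaphorase/resazurin added. Fluorescence read after 20 min at RT, 525/598 nm.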
AmpC detergent: inhibitors of E. coli AmpC beta-lactamase with detergent; P00811; AmpC hydrolysis of nitrocefin, absorbance 480 nm, 0.01% Triton; Potency, µM (doses to about 114 µM), inactives show at the highest dose activity change, negative = inhibition, usual class: inhibitors; 370,000 compounds, 0.041% hits; AID 485294;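 also: potency is read from the fitted curve at half-maximal effect; 0% = no-compound wells and -100% = no-enzyme wells; nearly all actives have a fitted effect of over 25% in size; some results filed as inactive show a strong effect at the top dose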
Target sequence (P00811 whole entry, looked up): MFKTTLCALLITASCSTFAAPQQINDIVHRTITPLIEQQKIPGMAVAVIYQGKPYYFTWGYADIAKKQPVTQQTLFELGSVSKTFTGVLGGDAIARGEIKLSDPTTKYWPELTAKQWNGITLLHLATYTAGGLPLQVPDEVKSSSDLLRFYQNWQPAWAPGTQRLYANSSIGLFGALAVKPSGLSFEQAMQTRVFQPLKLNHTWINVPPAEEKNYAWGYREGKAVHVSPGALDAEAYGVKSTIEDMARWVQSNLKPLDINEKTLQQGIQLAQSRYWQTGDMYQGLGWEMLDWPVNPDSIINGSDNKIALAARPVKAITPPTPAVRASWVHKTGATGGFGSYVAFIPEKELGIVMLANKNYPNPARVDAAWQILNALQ
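20 mM phosphate pH 7.0 + 0.01% (detergent screen) or 0.0001% Triton X-100; 5.3 nM AmpC reagent; cpd preinc 15 min RT; nitrocefin (800 uM stock) to start; A480 q20 s × 4 min; Activity was normalised to no-enzyme and no-compound control wells.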
HCMV antiviral: human cytomegalovirus inhibition; activity change, negative = inhibition, % at 57.5 µM; AID 1259415; 410,000 compounds, 4.5% hits; HFF cells, HCMV-luciferase reporter, 72 h; active compounds read low; in the data active = activity change below about -60%; inconclusive = no clear call, values can overlap the other calls; inactive = above about -39%
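Cell-based, HFFs, 1000 cells/well, 16 h 37C; cpds in DMSO + HCMV-luc, MOI 1 PFU/cell; 72 h 37C; OneGlo luminescence after 5 min RT; norm. to buffer vs Salinomycin 10uM.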
AmpC inh no detg: inhibitors of E. coli AmpC beta-lactamase without detergent; AmpC nitrocefin hydrolysis, absorbance 480 nm, 0.0001% Triton; P00811; 330,000 compounds, 0.52% hits; Potency, µM (series often up to 57.1 µM), for the others: at the highest dose activity change, negative = inhibition, hits mostly inhibitors; AID 485341;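 also: potency is read from the fitted curve at half-maximal effect; plate controls were no compound for no effect and no enzyme for full effect; nearly all actives have a fitted effect of over 20% in size; some results filed as inactive show a strong effect at the top dose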
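20 mM phosphate pH 7.0 + 0.01% (detergent screen) or 0.0001% Triton X-100; 5.3 nM AmpC reagent; cpd preinc 15 min RT; nitrocefin (800 uM stock) to start; A480 q20 s × 4 min; Activity was normalised to no-enzyme and no-compound control wells.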
HCV inh: inhibitors of hepatitis C virus infection; Huh7.5.1 HCVcc-Cre infection, luciferase reporter, 44 h; Potency, µM (titrated, usually from 41.8 µM), for the others: top-dose activity change, negative = inhibition, hits mostly inhibitors; 340,000 compounds, 3.4% hits; AID 651820; also: potency is read from the fitted curve at half-maximal effect
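Luciferase read-out (15 sec integration) after a 15 min room-temperature substrate step quantifies HCVcc-Cre infection. Cells, 1,000 per well, had compound added 4 h post-plating, then virus at ~0.5 moi, and were cultured 44 h.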
Sm TGR block: inhibitors of Schistosoma mansoni thioredoxin glutathione reductase. Q962Y6. purified TGR, DTNB reduction, TNB absorbance 405 nm. Potency, µM (doses to about 114 µM), without a hit: top-dose activity change, negative = inhibition, most hits filed as inhibitors. 360,000 compounds, 3% hits. AID 485364; also: potency is read from the fitted curve at half-maximal effect; nearly all actives have a fitted effect of over 60% in size
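First, TGR (20 nM dispensed) and NADPH were mixed with compound. Second, a 15 min room-temperature incubation followed. Third, further NADPH and then DTNB were added to start the reaction. Finally, TNB absorbance was monitored kinetically.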
* hit, by the source's call; ? = inconclusive; · = no result given; & = joins results of further samples; [ ] = another dose, or the depositor's remark. Unless noted, calls follow the shape of the dose curve; as a rule, active = well fitted curve in the direction sought with a large enough effect; inconclusive = small, poorly fitted or top-dose-only effect, or another doubt; inactive = no such curve, though single readings can be large; an effect the other way counts as inactive or inconclusive. Unless noted, % is scaled to controls: 0 for no effect and ±100 for the full control effect.

Molecule,Giardia FBPA inh,AmpC detergent,HCMV antiviral,AmpC inh no detg,HCV inh,Sm TGR block
Nc1n[nH]c(C2CC2)c1N=Nc1ccc(Cl)c(Cl)c1,5%,-5%,2,-17%,-3%,6%
CN1C(=O)C(CC(=O)NCCc2ccccc2)N(NC(=O)c2cccc(F)c2)C1=S (configuration not stated),?,-7%,9,-9%,0%,-4%
CCN1CCN(C(=S)c2ccc(-c3ccccc3)cc2)CC1,?,-2%,-81*,90%[activator],4%,4%
CN1CCN(NC(=O)Nc2ccc(F)cc2)CC1,-4%,?,-38,-16%,3%,-5%
O=C(COC(=O)C12CC3CC(CC(O)(C3)C1)C2)Nc1ccc(OC(F)F)cc1,·,-5%,·,15%,9%,-12%
Cc1ccc(C(=O)COC(=O)CNC(=O)COc2ccccc2C)cc1C,·,-8%,-30,27%,11%,8%
Cc1cc2c(s1)c1cnn(Cc3ccccc3F)c(=O)c1n2C,4%,?,-38,-21%,-21%,4%&-5%
COc1cc(N2C(=O)C=CC2=O)c(OC)cc1Cl,?,-9%,-98*,-17%,?,0.71µM*
Cc1cc(N/N=C/c2ccccc2)nc(NCc2ccccc2)n1,1%,-6%,-8,-20%,6.3µM*,-5%
Cc1ccc(S(=O)(=O)CC(=O)NC2CC2)cc1,2%,-5%,-5,-6%,10%,-5%
O=C(Nc1ccc2nc(SCCOc3ccccc3)sc2c1)c1ccco1,·,14%,?,·,·,-5%
COc1cccc(CN(C(=O)c2cccc(OC)c2)C2CCS(=O)(=O)C2)c1 (configuration not stated),2%,4%,-20,-4%,11%,-7%

Other structures:
Molecule,Giardia FBPA inh,AmpC detergent,HCMV antiviral,AmpC inh no detg,HCV inh,Sm TGR block
CCOC(=O)C1CCN(C(=O)Cn2ncc3c4ccccc4n(Cc4ccccc4)c3c2=O)CC1,·,12%,36,·,·,5%
COc1ccc(C)cc1NC(=O)C1CCC(CNc2c(N3CCOCC3)c(=O)c2=O)CC1 (configuration not stated),-1%,-9%,10,0%,?,0%
O=c1[nH]c(=O)n(CCC2=CCCCC2)c(O)c1/C=N/Nc1ccccc1,-27%,-1%,27,-10%,-29%,?
COc1ccc(NC(=O)CSc2nnc(NC(=O)NC3CCCCC3)s2)cc1OC,·,-2%,?,·,·,7%
N#CCCN(C(=O)COC(=O)c1ccc(S(=O)(=O)Nc2ccccc2)cc1)c1ccccc1,5%,4%,5,-18%,11%,-2%
COc1ccc2[nH]c3c(c2c1)CCN1C(=O)C(CC(=O)NCCc2ccccn2)C[C@H](C(=O)N2CCOCC2)[C@@]31C (some centres not stated),·,·,-14,26%,-5%,·
Cc1cccc(N2CCN(C(=O)CCc3nc4ccccc4[nH]3)CC2C)c1 (configuration not stated),4%,?,8,49%,?,0%
Cc1ccc(-c2nc(N)n(C(=O)c3ccco3)n2)cc1,4%,2%,56,-12%,12%,2%
CC(C)N1CCN(Cc2nc3ccccc3s2)CC1CCO (configuration not stated),0%,-10%,82,-14%,1%,-4%[57.1 µM]
C=C(NC(C)=O)c1c(F)cccc1F,·,0%,2,-7%,26%,-16%
COc1ccc(NC(=O)CSc2ccc3nnc(-c4cccnc4)n3n2)c(OC)c1,3%,4%,13,24%,-3%,-1%
O=C(NC1CCCC1)C(c1cccs1)N(C(=O)c1ccco1)c1ccc2c(c1)OCCO2 (configuration not stated),-6%,?,-62*,-4%,?,-36%

(listing goes on)
Molecule,Giardia FBPA inh,AmpC detergent,HCMV antiviral,AmpC inh no detg,HCV inh,Sm TGR block
CCCSc1cc(=O)n(-c2ccccc2)nc1C(=O)OCC,7%,-15%,15,0%,23%,-22%
COC(=O)[C@@]1(Cc2ccccc2)[C@H]2C(=O)N(Cc3ccccc3)C(=O)[C@H]2[C@H]2CN=C(SCC3CC3)N21,·,·,-28,61%[activator],-23%[8.37 µM],·
Cc1ccc(S(=O)(=O)c2nnn3c2nc(N2CCC(C(N)=O)CC2)c2ccccc23)cc1,13%,-12%,-18,76%[activator],-10%,-20%
COc1ccc(Cc2nc3ccc(C(=O)NC4CCOC4)cc3o2)cc1 (configuration not stated),3%,?,-14,17%,-4%,1%
O=[N+]([O-])c1ccccc1CNCCO,·,?,-16,-12%,1%,-18%
COc1ccc(NC(=O)C2CCN(C(=O)c3cccs3)CC2)cc1,3%,-2%,76,-10%,3%,-1%
CC1C(=O)Nc2ccc(S(=O)(=O)NCc3ccc(N(C)C)cc3)cc2NC1=O (configuration not stated),·,18%,20,·,·,-2%
O=C(/C=C/c1ccccc1Cl)c1cccnc1,-1%,4%,-15,-9%,?,13µM*
COC(=O)c1sc(-c2ccc(C(C)(C)C)cc2)cc1NC(=O)CCC(=O)O,13%,4%,134,150%[activator],-8%,2%
COc1ccc2[nH]c(C)c(CCN3C(=O)C4C5C=CC(C5)C4C3=O)c2c1 (configuration not stated),-15%,-6%,-5,13%,-22%,-2%
COc1ccc(C(c2nnnn2Cc2cccs2)N2CCC(C(N)=O)CC2)c(OC)c1 (configuration not stated),-1%,-3%,17,45%,15%,20%
C/C(=N\NC(=O)c1cc(-c2cccc(OC(C)C)c2)nc2ccccc12)c1cccnc1,-5%,?,14,-25%,-10%,2%

A different layout for part of the listing above.
O=C(/C=C/c1ccccc1Cl)c1cccnc1
  Giardia FBPA inh: -1%
  AmpC detergent: 4%
  HCMV antiviral: -15
  AmpC inh no detg: -9%
  HCV inh: ?
  Sm TGR block: 13µM*
COC(=O)c1sc(-c2ccc(C(C)(C)C)cc2)cc1NC(=O)CCC(=O)O
  Giardia FBPA inh: 13%
  AmpC detergent: 4%
  HCMV antiviral: 134
  AmpC inh no detg: 150%[activator]
  HCV inh: -8%
  Sm TGR block: 2%
COc1ccc2[nH]c(C)c(CCN3C(=O)C4C5C=CC(C5)C4C3=O)c2c1 (configuration not stated)
  Giardia FBPA inh: -15%
  AmpC detergent: -6%
  HCMV antiviral: -5
  AmpC inh no detg: 13%
  HCV inh: -22%
  Sm TGR block: -2%

(next part)
Molecule,Giardia FBPA inh,AmpC detergent,HCMV antiviral,AmpC inh no detg,HCV inh,Sm TGR block
CC(=O)N(C)c1ccc(OCC(O)Cn2c(C)nc3ccccc32)cc1 (configuration not stated),0%,1%,-25,27%,11µM*,-9%
O=C(NC(=S)NCc1cccnc1)c1cc2ccccc2o1,-4%,-1%,-29,-9%,-3%,-5%
CCn1c(SCC(=O)Nc2ccc(F)cc2)nnc1-c1cnccn1,·,0%,-17,-10%,9%,5%
Cc1cc(F)ccc1S(=O)(=O)Nc1ccccc1C(=O)Nc1ccccc1N1CCOCC1,7%,-6%,-27,-24%,-9%,-14%
COc1ccc(C(=O)Nc2ccccc2C(=O)N/N=C/c2ccncc2)cc1OC,-1%,-3%,66,13%,0%,-1%
O=S(=O)(CCc1nc2ccccc2s1)c1ccc2ccccc2c1,-6%,-1%,50,-7%,9%,-5%
CCOc1ccccc1NC(=O)Nc1cc(S(=O)(=O)N(C)C)ccc1C,-4%,-12%,37,-23%,-23%,-5%
C/C(=N\NC(=O)c1cccc(S(=O)(=O)N2CCCC2)c1)c1ccc(C)cc1,·,-11%,-35,-24%,-10%,1%
CC(=O)Nc1ccc(S(=O)(=O)N2CCN(c3ccccc3)CC2)cc1,·,-1%,-21,·,·,15%
CC(=O)Nc1ccc(NC(=O)c2cccc3c2-c2ccccc2C3=O)cc1,0%,2%,-24,-23%,-13%,0%
Cc1cccc(N(Cc2ccccc2)C(=O)c2cccc(S(=O)(=O)N3CC(C)OC(C)C3)c2)c1 (configuration not stated),·,?,-36,108%[activator],?,-1%
O=c1ccc2cc(OC3O[C@H](CO)[C@@H](O)[C@H](O)[C@H]3O)c(O)cc2o1 (some centres not stated),·,-2%,-14,-13%,20%,2%

(listing goes on)
Molecule,Giardia FBPA inh,AmpC detergent,HCMV antiviral,AmpC inh no detg,HCV inh,Sm TGR block
CCN(CC)C(=O)C(=O)Nc1ccc(OC)c(Cl)c1,0%,-1%,-35,-30%,3%,-11%
CCCCn1c(N)c(Sc2ccc(C)cc2)c(=O)[nH]c1=O,-1%,?,15,-21%,6%,2%
CCOc1ccccc1NC(=O)NC1(C(=O)N2CCN3CCCC3C2)CCCCC1 (configuration not stated),1%,-11%,49,-7%,6%,1%
O=C(CCN1C(=O)c2ccccc2C1=O)NCc1ccc(Cl)cc1,6%,-12%,3,-7%,-21%,14%
CCOC(=O)CNc1nc(Cl)c(C#N)s1,1%,-9%,-13,-5%,7%,-7%
O=S(=O)(NC1=NCCCCC1)c1cccs1,4%,-6%,-1,-17%,8%,0%
Cc1nnc(SC(C)C(=O)Nc2ncc(Cl)cc2Cl)n1Cc1ccccc1 (configuration not stated),6%,-10%,-29,78%[activator],13%,-1%
Cc1[nH]c2ccccc2c1C(=O)C(=O)NC1CC1,·,-7%,?,-16%,8%,-13%
COc1cc(O)c(C(CCN2CCCCC2)c2ccc3c(c2)OCO3)c(OC)c1 (configuration not stated),?,-3%,-4,18%,-23%,-28%
CCCn1nc(NC(C)=O)c2cc3cccc(C)c3nc21,3%,-3%,-11,52%,11µM*,14%
COc1ccc(N2CCN(C(=O)Cn3cnc4c(cnn4-c4ccccc4)c3=O)CC2)cc1,5%,-4%,13,-5%,-14%,-6%
Cc1[nH]n(-c2ccc([N+](=O)[O-])cc2)c(=O)c1C=NCC1CCCO1 (configuration not stated),0%,1%,108,37%,-12%,2%

Next entries follow:
Molecule,Giardia FBPA inh,AmpC detergent,HCMV antiviral,AmpC inh no detg,HCV inh,Sm TGR block
CC(=O)c1cccc(NS(=O)(=O)c2ccc(N/C=C\C(=O)c3ccc(C)cc3)cc2)c1,5%,-4%,-2,-51%,?,3%
CCOc1ncccc1C(=O)OCC(=O)Nc1ccc2c(c1)OCO2,-5%,3%,-21,-20%,16%,-10%
Clc1cccc(Cl)c1CO/N=C/c1c(-c2ccccc2)nc2n1CCS2,5%,0%,?,0%,?,2%
CCO[C@H]1OC(C(=O)O)=C[C@@H](C2CCCCC2)[C@@H]1CCCO,8%,3%,13,-9%,7%,-2%
Cc1nn(CC(=O)Nc2cc(F)ccc2F)c(=O)c2cccn12,·,21%,7,·,·,-3%
O=C(Nc1ccccc1)c1ccc(OC(=O)c2ccccc2)cc1,7%,?,101,97%[activator],-28%,-7%
COc1ccc(N2C(=O)[C@@H]3[C@H](C2=O)[C@H](C(C)=O)N2c4ccccc4C=C[C@@H]32)cc1,-26%,2%,-12,33%,5%,?
CCOc1ccc(S(=O)(=O)Nc2ccccc2C(=O)N2CCOCC2)cc1,2%,?,-10,-9%,16%,5%
CCc1nc2ccccc2c(=O)n1-c1ccccc1[N+](=O)[O-],5%,-12%,9,-1%,-2%,-5%
CC(=O)N1CCc2cc(S(=O)(=O)CCC(=O)NCCc3ccc(Cl)cc3)ccc21,3%,2%,-14,13%,-20%,-1%
COc1ccc(NC(=O)c2cccc(NC(=O)c3ccccc3)c2)cc1,1%,-11%,18,-37%,?,13%
COc1cccc(C(=S)N2CCOCC2)c1OS(=O)(=O)c1ccc(Cl)cc1,·,-5%,-3,1%,1%,0%

Assay outcomes as filed in PubChem BioAssay.
